PAFAH1B2 inh: blocks human PAF acetylhydrolase 1b catalytic subunit 2 | AID 492953 | inhibition, % at 3.39 µM | recombinant PAFAH1B2, FP-rhodamine activity probe, fluorescence polarization | 340,000 compounds, 1.2% hits;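 active = inhibition above the mean of all tested compounds plus 3 SD, cut at about 24% in these data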;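 note: 0% = enzyme with DMSO and 100% = wells lacking PAFAH1B2; many of its hits are not listed in these tables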
Target sequence (P68402 whole entry, looked up): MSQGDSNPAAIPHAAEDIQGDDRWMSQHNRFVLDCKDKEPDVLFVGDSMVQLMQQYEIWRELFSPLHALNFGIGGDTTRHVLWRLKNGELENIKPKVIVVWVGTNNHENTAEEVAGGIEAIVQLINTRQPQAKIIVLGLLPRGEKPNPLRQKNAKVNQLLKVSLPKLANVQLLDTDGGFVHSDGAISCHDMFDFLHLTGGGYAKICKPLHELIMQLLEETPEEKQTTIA
PAD4 inh: PAD4 (human) enzyme inhibition | Q9UM07 | recombinant PAD4, RCA probe fluorescence polarization | inhibition, % at 6.36 µM | 330,000 compounds, 0.41% hits | AID 485272;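 active = percent inhibition above a cutoff equal to the mean of all tested compounds plus 3 SD, cut at about 15% in these data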;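 note: 0% = PAD4 with RCA probe and DMSO and 100% = probe without PAD4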
GSTO1 counter: blocks human GSTO1 in RBBP9 counter-screen; P78417; recombinant GSTO1, activity-based probe fluorescence polarization; inhibition, % at 5.96 µM; 300,000 compounds, 1.1% hits;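 active = inhibition above the campaign mean inhibition plus 3 SD, cut at about 35% in these data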;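 note: 0% = GSTO1-1 with DMSO and 100% = wells lacking GSTO1-1 enzyme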
Target sequence (P78417 whole entry, looked up): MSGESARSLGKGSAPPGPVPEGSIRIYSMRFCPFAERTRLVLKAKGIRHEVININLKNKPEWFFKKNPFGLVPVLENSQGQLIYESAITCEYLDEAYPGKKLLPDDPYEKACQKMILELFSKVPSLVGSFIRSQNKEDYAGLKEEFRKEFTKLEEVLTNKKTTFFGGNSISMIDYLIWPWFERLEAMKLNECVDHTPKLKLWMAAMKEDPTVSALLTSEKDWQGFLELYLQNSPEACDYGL
PAFAH1B3 FP inh: PAFAH1B3 (human) inhibition; Q15102; recombinant PAFAH1B3, FP-rhodamine probe, fluorescence polarization; inhibition, % at 3.39 µM; 340,000 compounds, 0.28% hits;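 active = inhibition above the screen-wide average of all tested compounds plus 3 SD, cut at about 25% in these data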;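 note: 0% = enzyme with DMSO only and 100% = wells lacking PAFAH1B3 protein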
Fam108B inh: counter-screen for RBBP9 inhibitors: inhibitors of mouse Fam108B | recombinant Fam108B, FP-Rh probe fluorescence polarization | inhibition, % at 9.51 µM | 300,000 compounds, 0.33% hits | AID 1947;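 active = inhibition above the screen mean inhibition plus 3 SD, computed separately per campaign, cut at about 18% in these data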;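 note: inhibitors lower polarization as less probe binds the enzyme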
PAFAH2 FP inh: PAFAH2 (human) inhibition. Q99487. recombinant PAFAH2, FP-rhodamine activity probe, fluorescence polarization. inhibition, % at 3.39 µM. 340,000 compounds, 0.99% hits. AID 492956;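 active = inhibition above the mean over all tested compounds plus 3 SD, cut at about 30% in these data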;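 note: inhibitors block probe labeling of enzyme so polarization drops; 0% = enzyme with DMSO and 100% = wells lacking PAFAH2 protein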
pPAFAH inh: pPAFAH (human) enzyme inhibition; Q13093; recombinant pPAFAH, FP-rhodamine probe fluorescence polarization; inhibition, % at 3.39 µM; 330,000 compounds, 1.5% hits; AID 463082;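 active = inhibition above the mean inhibition across the screen plus 3 SD, cut at about 25% in these data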;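 note: inhibitors block binding of the rhodamine activity-based probe so polarization drops; 0% = enzyme with DMSO and 100% = wells lacking pPAFAH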
LYPLA1 inh: blocks human lysophospholipase 1, a PME1 counter-screen. recombinant LYPLA1, FP-Rh probe fluorescence polarization. inhibition, % at 5.9 µM. 320,000 compounds, 0.16% hits. AID 2174;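 active = inhibition above the mean of all tested compounds plus 3 SD, set per campaign, cut at about 14% in these data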;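 note: inhibitors block serine hydrolase probe labeling of LYPLA1 so polarization falls; 0% = enzyme with DMSO and 100% = wells lacking LYPLA1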
Target sequence (O75608 whole entry, looked up): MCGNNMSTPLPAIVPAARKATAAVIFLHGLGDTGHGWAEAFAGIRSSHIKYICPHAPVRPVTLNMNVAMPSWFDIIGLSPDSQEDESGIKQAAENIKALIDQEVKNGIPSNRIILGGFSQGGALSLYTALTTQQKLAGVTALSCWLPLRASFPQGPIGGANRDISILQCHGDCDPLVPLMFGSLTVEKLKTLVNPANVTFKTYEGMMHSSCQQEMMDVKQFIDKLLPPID
PME-1 primary: PME-1 (human) inhibition; Q9Y570; recombinant PME-1, FP-Rh probe fluorescence polarization; inhibition, % at 5.9 µM; 320,000 compounds, 0.53% hits; AID 2130;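 active = inhibition above the campaign mean of all compounds plus 3 SD, cut at about 26% in these data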;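 note: competitive labeling of PME-1 active site by serine hydrolase directed probe; 0% = PME-1 with DMSO and 100% = wells lacking PME-1 enzyme; inhibitors block probe labeling so polarization falls and inhibition rises; many of its hits are not listed in these tables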
Target sequence (Q9Y570 whole entry, looked up): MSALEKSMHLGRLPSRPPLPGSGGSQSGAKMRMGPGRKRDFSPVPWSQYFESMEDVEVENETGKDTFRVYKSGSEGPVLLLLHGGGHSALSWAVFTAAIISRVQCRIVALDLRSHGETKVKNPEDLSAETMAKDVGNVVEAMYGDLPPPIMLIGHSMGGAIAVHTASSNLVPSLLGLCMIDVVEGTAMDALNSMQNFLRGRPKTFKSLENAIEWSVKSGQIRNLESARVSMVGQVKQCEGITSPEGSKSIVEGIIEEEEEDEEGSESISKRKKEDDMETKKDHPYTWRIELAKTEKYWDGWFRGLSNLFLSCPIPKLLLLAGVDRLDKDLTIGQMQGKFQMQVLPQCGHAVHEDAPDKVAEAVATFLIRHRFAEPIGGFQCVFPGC
Active calls of the source: *; / = not tested or not shown.

SMILES	PAFAH1B2 inh	PAD4 inh	GSTO1 counter	PAFAH1B3 FP inh	Fam108B inh	PAFAH2 FP inh	pPAFAH inh	LYPLA1 inh	PME-1 primary
CC(C)(C)c1ccc(S(=O)(=O)Nc2cccc(C3OCCCO3)c2)cc1	0	2	1	-2	6	0	1	1	4
CC(=O)N1N=C(c2cccnc2)OC1c1ccc(C(C)C)cc1 (centres undefined)	-2	-2	1	1	-1	-5	-2	-1	-3
CCOc1ccc(S(=O)(=O)N(C)CC(=O)NCc2ccccn2)cc1Cl	-2	5	-2	3	0	8	1	-1	-3
CCSCc1nnc(SCC(=O)Nc2cc(F)ccc2C)n1C	-3	2	1	0	1	4	-1	0	-2
O=C(/C=C/c1cc2ccccc2o1)c1ccccc1O	-3	6	-3	2	-19	-9	5	-3	-20
COC(=O)C1=NNC2(c3ccc(Cl)cc3)C(=O)N(c3ccccc3)C(=O)C12 (centres undefined)	2	-1	2	12	4	-5	2	2	1
Cc1ccccc1-n1c(SCC(=O)c2cc(C)n(C)c2C)nnc1-c1ccncc1	3	-2	7	1	9	0	0	-3	-1
O=C(CSc1nc2ccccc2c(=O)[nH]1)c1ccccc1	4	3	2	-2	-4	-5	1	0	9
CCc1nnc(NS(=O)(=O)c2ccc(N/C=C\C(=O)c3cccc(OC)c3)cc2)s1	5	-4	-9	12	-4	16	-30	0	-11
Cc1occc1C(=O)N1CCCC(N2CCN(c3ccccc3F)CC2)C1 (centres undefined)	-2	-1	-3	3	2	-10	-5	-1	0
COC(=O)c1ccccc1NC(=O)CSc1nnc(COc2cccc(OC)c2)n1C	1	-3	1	5	5	-2	-10	-2	3
Cc1cc(=O)oc2cc(OC(C(=O)O)c3ccccc3)ccc12 (centres undefined)	5	-2	6	4	-6	5	3	-3	-3
O=C(COc1ccc2ccccc2c1)NCCc1ccc2c(c1)OCCO2	13	-6	-2	2	-7	-2	-3	-5	-4
CCOc1ncccc1C(=O)OCC(=O)NCc1ccccc1	4	-1	/	6	/	21	3	/	/
CCOC(=O)C1CCCN(c2oc(-c3ccc(OC)cc3)nc2C#N)C1 (centres undefined)	-2	-1	9	10	-3	5	8	1	4
Cc1sc2nc(C3CC3)nc(SCC(=O)N3c4ccccc4CC3C)c2c1C (centres undefined)	0	1	-3	5	-6	-7	3	1	-3
CC(C)C(=O)N=C1SC2CS(=O)(=O)CC2N1Cc1ccccc1 (centres undefined)	1	3	2	-2	2	-7	6	-2	4
CCOC(=O)c1c(O)c2c([nH]c1=O)CCCC2	6	-1	-1	5	2	0	1	-2	-4
COc1ccc(NC2=Nc3cccc4cccc2c34)cc1OC	8	-8	-3	2	3	1	9	-2	13
CC(=O)NC(Cc1ccc(F)c(F)c1)C(=O)NC1CCN(C(=O)c2ccc(C)cc2)CC1 (centres undefined)	6	-4	-1	4	-6	3	4	-1	8
COc1ccc(S(=O)(=O)N2CCC3(CC2)OCCO3)cc1	4	-1	-4	6	7	1	1	1	-1
COc1ccc(OC)c(S(=O)(=O)N2CCN(c3ccccc3)CC2)c1	-1	-1	0	4	-1	1	-1	1	0
O=C(N=Nc1c(O)[nH]c2ccc(F)cc12)c1ccc(NS(=O)(=O)c2cccs2)cc1	-1	-5	/	7	/	-8	6	4	10
CC1=C(C(=O)c2ccccc2)C(c2cn(-c3ccccc3)nc2-c2ccc(Cl)cc2)NC(=S)N1 (centres undefined)	-1	-2	-14	-10	-20	-18	-14	-18	-31
O=C(O)CC(C(=O)Nc1ccc(Cl)cc1Cl)C1CCCO1 (centres undefined)	7	3	9	11	2	21	-4	1	-2

Looked up by compound from the list above, 4 records:
SMILES	PAFAH1B2 inh	PAD4 inh	GSTO1 counter	PAFAH1B3 FP inh	Fam108B inh	PAFAH2 FP inh	pPAFAH inh	LYPLA1 inh	PME-1 primary
COc1ccc(NC2=Nc3cccc4cccc2c34)cc1OC	8	-8	-3	2	3	1	9	-2	13
COC(=O)C1=NNC2(c3ccc(Cl)cc3)C(=O)N(c3ccccc3)C(=O)C12 (centres undefined)	2	-1	2	12	4	-5	2	2	1
CC(=O)NC(Cc1ccc(F)c(F)c1)C(=O)NC1CCN(C(=O)c2ccc(C)cc2)CC1 (centres undefined)	6	-4	-1	4	-6	3	4	-1	8
O=C(N=Nc1c(O)[nH]c2ccc(F)cc12)c1ccc(NS(=O)(=O)c2cccs2)cc1	-1	-5	/	7	/	-8	6	4	10

The listing continues.
SMILES	PAFAH1B2 inh	PAD4 inh	GSTO1 counter	PAFAH1B3 FP inh	Fam108B inh	PAFAH2 FP inh	pPAFAH inh	LYPLA1 inh	PME-1 primary
O=C(c1cnn(C(=O)COc2ccc(Cl)cc2)c1)c1ccccc1O	7	-3	11	6	1	5	1	0	0
Cc1c(Cl)cccc1NC(=O)C1C2C=CC(C2)C1C(=O)O (centres undefined)	-1	-1	4	2	-2	3	-1	0	-1
O=c1c2ccccc2nc(COc2ccccc2)n1/N=C/c1cn[nH]c1-c1ccccc1	-3	-2	-3	-4	-12	-2	1	-22	-22
COc1ccc(NC(=O)CN(C)S(=O)(=O)c2cccs2)cc1	1	-4	-4	4	4	-11	4	1	2
CCCC(=O)N(c1ccc(OCC)cc1)S(=O)(=O)c1ccc2c3c(cccc13)C(=O)N2C	-8	-5	3	16	-5	-1	2	2	-5
CC(=O)Nc1ccc(NC(=O)c2cccc(S(=O)(=O)N3CCCCCC3)c2)cc1	2	-1	/	7	/	0	-1	/	/
Cn1c(SCC(=O)N2CCN(Cc3ccccc3)CC2)nnc1-c1ccncc1	3	-6	-2	-3	4	-8	5	3	1
CCc1nc(SCc2ccccn2)c2c(=O)n(C)c(=O)n(C)c2n1	-2	-2	-3	8	-4	-2	4	-2	8
O=C(Nc1cccc(-n2cnnn2)c1)c1ccc(OC(F)(F)F)cc1	1	-1	5	2	2	-8	0	-4	-4
Cc1cc(Br)cc(Br)c1OCC(=O)NNC(=O)Nc1ccccc1	-2	0	-6	4	-7	-13	4	3	-6
O=C(c1ccco1)N1CCN(Cc2cccc(C(F)(F)F)c2)CC1	7	-5	-2	10	-2	-2	8	-5	2
Fc1cccc(Cl)c1/C=N/Nc1c(Cl)cncc1Cl	-3	-6	-1	-6	-7	-12	2	-6	4
COc1ccccc1C(=O)N1C(CC(=O)Nc2cc(Cl)ccc2C)C(=O)NC2CCCCC21 (centres undefined)	1	-2	7	3	-2	-2	1	2	6
CCOc1ncccc1C(=O)OCC(=O)N(CC)c1ccccc1	5	-2	3	7	-1	3	4	2	1
CCC(C)C(=O)Nc1nc(C)c(-c2csc(Nc3cc(OC)ccc3OC)n2)s1 (centres undefined)	12	-3	7	16	15	-5	32*	-12	15
CN(C)c1oc(COc2ccc(F)cc2)nc1C#N	-1	4	8	6	1	-6	-2	2	2
CCOC(=O)CC1C(=O)NCCN1C(=O)c1ccc(C)cc1 (centres undefined)	3	0	1	7	-6	1	1	-2	-2
CCOC(=O)COc1ccc(-c2nnc(-c3ccccc3)o2)cc1	-1	2	3	-4	5	-1	0	1	6
O=S(=O)(Nc1cccc(S(=O)(=O)N2CCCCCC2)c1)c1ccccc1	17	-7	6	7	0	3	3	0	-1
Cc1ccc(O)c(NC(=S)NC(=O)CC(C)C)c1	6	6	5	-9	0	9	3	4	5
NC(=O)C1CCN(C(=O)/C=C/c2cc(Br)ccc2F)CC1	-1	-2	1	1	-2	3	-4	-4	-12
Cc1ccc(C(=O)Nc2cccc(C(F)(F)F)c2)cc1Nc1cnccn1	1	2	2	-7	-2	1	4	1	-2
O=C(COc1cccc2ccccc12)NNC(=O)Nc1ccccc1	0	6	-3	4	-1	-1	6	-11	-1
COc1ccc(Br)cc1-c1nc(C)c(C(C)=O)n1O	0	-7	-7	6	4	1	-2	-2	-9
CC1CN(S(=O)(=O)c2cccc(C(=O)N(Cc3nnc(-c4ccccc4Cl)o3)C3CC3)c2)CC(C)O1 (centres undefined)	2	0	7	6	0	4	-1	-2	0
SMILES	PAFAH1B2 inh	PAD4 inh	GSTO1 counter	PAFAH1B3 FP inh	Fam108B inh	PAFAH2 FP inh	pPAFAH inh	LYPLA1 inh	PME-1 primary
COc1ccc(C(=O)N/C(=C/c2ccc(Cl)cc2)C(=O)NCc2ccncc2)cc1	-2	-2	-4	2	-2	-3	8	-2	8
CN1/C(=C\C=N\NC(=O)c2cccnc2)C(C)(C)c2ccccc21	-3	-12	8	18	-9	3	0	-2	-6
COC(=O)[C@@]12OC[C@]34[C@H]([C@@H](O)[C@@H]1O)[C@@]1(C)C(=O)C(O[C@@H]5OC(CO)[C@@H](O)[C@@H](O)[C@@H]5O)=C[C@@H](C)[C@@H]1C[C@H]3OC(=O)[C@H](OC(=O)/C=C(\C)C(C)(C)OC(C)=O)[C@@H]24 (some centres undefined)	/	1	13	/	-2	/	-2	4	1
COC(=O)c1c(NC(=O)CSc2nnc(-c3ccco3)n2C)sc(C)c1C	9	0	1	8	-1	-6	-3	4	0
COc1cc(CC(NC(C)=O)C(=O)NC2CCN(c3nc(OC)nc(OC)n3)CC2)cc(OC)c1 (centres undefined)	2	2	7	-1	5	4	3	2	8
CN(C)C(=O)CCCCCCCCC(=O)N(C)C	/	4	-6	/	-1	/	2	0	1
CCOCCCn1c(SCC(=O)Nc2ccccc2)nc2ccccc2c1=O	4	-1	2	10	-1	-2	6	0	2
O=C(c1ccco1)N1CCN(S(=O)(=O)c2cccc3nsnc23)CC1	7	-5	-11	0	2	-8	3	1	0
CC(C)CNC(=O)c1cccc(NC(=O)c2ccccc2-c2ccccc2C(=O)O)c1	7	-3	-1	-5	-4	-1	4	0	-5
Cc1nnc(SCC(=O)Nc2cccc([N+](=O)[O-])c2)n1CC1CCCO1 (centres undefined)	2	-4	7	1	2	-7	5	2	-1
CCOC(=O)c1[nH]c(COC(=O)C2CC(=O)N(Cc3ccccc3)C2)c(C(=O)OCC)c1C (centres undefined)	-2	1	-14	0	3	0	7	0	6
CCc1ccccc1NC(=O)CN(C)C(=O)Cn1cnc2ccc(Cl)cc2c1=O	0	0	/	-1	/	11	4	3	5
C#Cc1ccc([C@H]2C=C(C(=O)N3CCOCC3)O[C@@H](OCc3ccc(CO)cc3)C2)cc1	1	-3	9	1	-6	7	4	-1	-1
CCCNC(=O)C1CCN(S(=O)(=O)c2cccs2)CC1	1	-3	11	-6	0	-3	2	1	4
Cc1ccc(C)c(-c2csc(NC(=O)c3c(C)noc3C)n2)c1	-3	-2	/	-1	/	5	-3	-2	1
Cc1cccc(N2C(=O)CC(N3CCN(c4ccccc4)CC3)C2=O)c1 (centres undefined)	4	-1	-1	10	-3	2	0	0	0
CCOC(=O)CCNC(=O)N1CCCC(C(=O)c2cccc(OC(C)C)c2)C1 (centres undefined)	3	-3	5	-1	0	0	8	2	-2
CC(=O)Nc1ccc(S(=O)(=O)NCc2ccc(C(=O)NCCN3CCCCCC3)cc2)cc1	0	-2	-4	-2	2	8	-1	-3	-5
CC(C)(C)OC(=O)C(C)(C)O/N=C(\C(=O)O)c1csc(N)n1	5	-4	2	4	2	6	5	1	2
O=C(C[n+]1ccc(C(=O)c2ccccc2)cc1)Nc1ccc(C(F)(F)F)cc1	3	-3	-3	3	1	-2	2	3	-2
CCc1ccccc1NC(=O)COc1ccc(C(=S)N2CCCC2)cc1	4	1	3	-4	0	6	3	-2	7
O=C1C2C3c4ccccc4C(c4ccccc43)C2C(=O)N1c1nc(-c2ccccc2)cs1 (centres undefined)	5	4	-10	4	-5	-8	2	-3	-8

High-throughput results: PubChem, The Scripps Research Institute Molecular Screening Center

The list is partial (hit frequency here may not be typical).
